Screens as filed in PubChem.
Pin1 inh: inhibitors of human Pin1; Q13526; Pin1 FP peptide displacement, HiFluor488, 10 min; Potency, µM (doses to about 115 µM), for the others: top-dose activity, negative = inhibition, most hits filed as inhibitors; actives 0.009% (n = 390,000); AID 504891; active = well fitted inhibition curve with a large enough effect in the polarisation, with a control signal flat, not every such curve was filed as active; inconclusive = small, poorly fitted or top-dose-only effect, or effect the other way, or a change in a side signal; inactive = no such curve, though single readings can be large or run the other way; the % refers to the polarisation; note: potency is the fitted concentration of half-maximal effect; % is set by controls: 0 for no effect and ±100 for the full control effect
Target sequence (Q13526 whole entry, looked up): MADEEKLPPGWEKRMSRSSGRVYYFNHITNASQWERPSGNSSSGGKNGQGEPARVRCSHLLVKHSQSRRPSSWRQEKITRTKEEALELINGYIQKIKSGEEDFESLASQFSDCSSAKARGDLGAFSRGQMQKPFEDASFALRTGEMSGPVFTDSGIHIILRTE
TrxR1 inh: inhibitors of rat thioredoxin reductase 1; O89049; recombinant rTrxR1, NADPH fluorescence consumption, selenite substrate; Potency, µM (top dose mostly 114 µM), inactives show at the highest dose activity change, negative = inhibition, usual class: inhibitors; actives 1% (n = 390,000); AID 588453; note: potency is the fitted concentration of half-maximal effect; % is set by controls: 0 for no effect and ±100 for the full control effect; nearly all actives have a fitted effect of over 65% in size
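Rat TrxR1 (90 nM in the dispensed reagent) was pre-reduced with 400 uM NADPH for 5 min at room temperature, then incubated with compound for 15 min. After 400 uM selenite was added, NADPH fluorescence (Ex 340/Em 450 nm) was followed for 8 min.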
D2 agonist: activates the human D2 dopamine receptor; P14416; HEK293 T-REx D2 cells, calcium flux agonist mode; activation, % at 2 µM; actives 0.53% (n = 340,000); AID 485358;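 active = activation over 3 SD above normal in the single-dose calcium agonist read, cut at about 30% in these data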; note: 0% is about no effect
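HEK293 Trex D2 cells, tetracycline-induced, o/n 30 C 5% CO2; no-wash Ca dye, RT 30–90 min; 10-cycle baseline, 23 nl cpd added, kinetic Ca read 180 s; agonist hits = positive Ca response.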
TRHR enhancer: allosterically enhances the human TRH receptor; P34981; TRHR cells, fluo-8 calcium fluorescence, EC20 TRH enhancement; enhancement, % at 2 µM; actives 0.66% (n = 360,000); in the data active = enhancement above about 30%; note: 0% is about no effect
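TRHR-expressing cells loaded with fluo-8 calcium dye were read kinetically (ex 480/em 530) during compound addition, then stimulated with an EC20 of TRH (10 nM final). Enhancement of the Gq-mediated intracellular calcium response was scored.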
TrxR1 substrate: is turned over as a substrate by rat TrxR1. Potency, µM (highest dose often 114 µM), for the others: top-dose activity change, negative = substrate turnover. actives 0.01% (n = 390,000). O89049. purified TrxR1 substrate turnover, NADPH consumption readout; note: potency is the fitted concentration of half-maximal effect; % is set by controls: 0 for no effect and ±100 for the full control effect; nearly all actives have a fitted effect of over 50% in size
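Rat TrxR1, dispensed at 90 nM, was prereduced with 400 uM NADPH (final) for 5 min at ~22 deg C, then incubated with compound 15 min before 400 uM selenite. A first-read NADPH fluorescence drop versus no-compound background flagged substrates.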
IDH1 R132H inh: inhibitors of human mutant IDH1 R132H | Potency, µM (titrated, usually from 76.6 µM), inactives show at the highest dose activity change, negative = inhibition, most hits filed as inhibitors | actives 0.093% (n = 390,000) | O75874 | AID 602179 | IDH1-R132H enzyme, NADPH consumption, diaphorase/resazurin fluorescence; note: potency is the fitted concentration of half-maximal effect; % is set by controls: 0 for no effect and ±100 for the full control effect; nearly all actives have a fitted effect of over 65% in size
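IDH1-R132H (0.5 ug/mL dispensed) in pH 7.5 Tris buffer was preincubated 30 min with compound, then given a substrate mix of 0.016 mM NADPH and 2 mM alpha-KG for 80 min at room temperature; remaining NADPH was read by diaphorase/resazurin fluorescence.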
D2 antagonist: D2 dopamine receptor (human) antagonism; P14416; HEK293 TREx D2 cells, calcium flux, dopamine EC80; inhibition, % at 10 µM; actives 2% (n = 340,000); AID 485344; in the data active = inhibition above about 30%; note: 0% is about no effect
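Calcium flux kinetic readout in an inducible HEK293 TREx D2 line plated overnight at 30 C. After 180 s compound exposure, an EC80 dopamine challenge follows with another 180 s kinetic read to detect antagonism.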
TRHR agonist: TRH receptor (human) agonism | TRHR cells, calcium flux fluo-8, FDSS agonist mode | actives 0.18% (n = 360,000) | activation, % at 2 µM | P34981 | AID 493084; in the data active = activation above about 30%; note: 0% is about no effect
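In this calcium-flux screen, cells bearing human TRHR are dye-loaded with fluo-8, baselined for 10 cycles, then exposed to library compounds; positive kinetic calcium responses during the agonist phase mark hits, with TRH as control.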
USP1-UAF1 inh: USP1/UAF1 (human) deubiquitinase inhibition | O94782 | Potency, µM (titrated, usually from 57.1 µM), for the others: at the top dose activity change, negative = inhibition, most hits filed as inhibitors | recombinant USP1/UAF1, Ub-Rhodamine cleavage fluorescence | actives 0.23% (n = 390,000); note: potency is the fitted concentration of half-maximal effect; % is set by controls: 0 for no effect and ±100 for the full control effect; nearly all actives have a fitted effect of over 60% in size; inactives centre near -12
Target sequence (O94782 whole entry, looked up): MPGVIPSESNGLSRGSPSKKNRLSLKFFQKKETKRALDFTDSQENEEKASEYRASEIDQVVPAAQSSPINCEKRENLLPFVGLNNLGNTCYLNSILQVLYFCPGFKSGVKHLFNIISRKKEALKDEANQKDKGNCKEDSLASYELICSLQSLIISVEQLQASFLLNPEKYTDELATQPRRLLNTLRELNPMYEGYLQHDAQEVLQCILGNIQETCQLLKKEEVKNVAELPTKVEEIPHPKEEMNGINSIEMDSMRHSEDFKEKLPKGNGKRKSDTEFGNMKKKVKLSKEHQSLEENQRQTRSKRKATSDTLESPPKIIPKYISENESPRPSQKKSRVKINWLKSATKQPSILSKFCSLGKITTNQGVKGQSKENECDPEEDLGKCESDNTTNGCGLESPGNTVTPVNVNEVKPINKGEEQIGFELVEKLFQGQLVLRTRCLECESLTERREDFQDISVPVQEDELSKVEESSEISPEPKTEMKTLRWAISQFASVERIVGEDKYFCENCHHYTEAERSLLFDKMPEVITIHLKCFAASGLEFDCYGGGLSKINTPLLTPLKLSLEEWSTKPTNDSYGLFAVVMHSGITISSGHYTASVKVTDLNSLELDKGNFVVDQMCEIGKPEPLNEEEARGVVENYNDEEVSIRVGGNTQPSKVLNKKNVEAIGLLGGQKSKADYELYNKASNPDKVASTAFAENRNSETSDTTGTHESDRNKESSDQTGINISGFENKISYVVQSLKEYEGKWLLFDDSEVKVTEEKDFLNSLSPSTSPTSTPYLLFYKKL
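USP1/UAF1 complex at 1 nM was preincubated with compound for 15 min at room temperature, then Ub-Rho substrate (150nM final) was added. Fluorescence (480/540 nm) was read kinetically, 6 reads every 60 seconds.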
Starred values were filed as active, the others as inactive; ? = inconclusive; · = no result given; & = joins results of further samples; [ ] = dose if it differs, or a comment. Unless noted, calls come from the whole dose curve; as a rule, active = well fitted inhibition curve with a large enough effect; inconclusive = small, poorly fitted or top-dose-only effect; inactive = no such curve, though single readings can be large or run the other way. Not all compounds are listed; the hit share may differ from the screen's.

Under each structure: Pin1 inh	TrxR1 inh	D2 agonist	TRHR enhancer	TrxR1 substrate	IDH1 R132H inh	D2 antagonist	TRHR agonist	USP1-UAF1 inh
N#CC1=C(N)OC2=C(CCC/C2=C/c2ccoc2)C1c1ccoc1 (stereo not given)
    ·	·	1.7	18	·	·	-5	2.3	·
O=C(COC(=O)c1ccccc1SCC(=O)N1CCCC1)Nc1ccccc1
    0%	12%	·	2	0%	-12%	7	-0.9	-11%
O=C(CCc1nnc(-c2ccc3c(c2)OCO3)o1)NC(c1ccccn1)C(F)(F)F (stereo not given)
    -4%	22%	-0.4	-16	22%	7%	-8	0.2	-7%
CCN(CC)c1ccc(-c2nn3c(-c4cccnc4)nnc3s2)cc1
    ?	-14%	-0.4	-3	22%	-13%	-10	-0.3	-22%
COc1ccc(N(CC(=O)NC2CCCCC2)C(=O)CCCC(=O)Nc2ccccn2)cc1
    -5%	27%[57.1 µM]	-0.3	4	12%[57.1 µM]	-2%	10	-0.3	-15%
CCOC(=O)c1c(NC(=O)CSc2nnc(CNc3ccc(C)cc3C)o2)sc(C)c1C
    19%	7%	-0.3	-3	2%	5%	-18	0.4	-22%
O=C(Nc1ccc(Cl)cc1)c1ccc(S(=O)(=O)N2CCOCC2)cc1
    -3%	-25%	0.4	-8	?	2%	4	0.7	-7%
CCCc1ccc(OCc2ccc(C(=O)NCc3cccnc3)o2)c(OC)c1
    0%	16%	-0.5	-9	-3%	5%	-2	-0.6	-14%
O=C(c1ccc(Cn2c(=S)[nH]c3ccccc3c2=O)cc1)N1CCN(c2ccccn2)CC1
    16%	14%	0.1	-1	0%	-8%	33*	-0.1	-17%
O=C1C=CC(=O)C(CNc2ccc(C(=O)OCc3ccccc3)cc2)=C1
    -10%	10%[11.4 µM]	·	·	11%[11.4 µM]	3%	·	·	-29%
COC(=O)c1ccc(NC(=O)CN(C)Cc2cccc(F)c2)cc1
    12%	-5%[57.1 µM]	0.0	-1	-6%[57.1 µM]	3%	-18	-0.3	-4%
Cc1ccc(CN2CCSc3ccc(C(=O)N4CCN(c5ncccn5)CC4)cc32)cc1
    ?	10%	-0.2	-2	21%	?	7	-0.1	-11%
CSc1cc(/C=N/O)c(SC)s1
    -1%	14%[57.1 µM]	1.8	-2	-7%	4%	-8	5.3	-9%
COc1ccc(-n2c(-c3ccc(Br)cc3)n[nH]c2=S)cc1
    9%	-7%	0.3	-2	2%	9%	31*	-0.3	-18%
Cc1nc(NC(=O)c2oc3ccccc3c2C)sc1C(=O)N(C)C
    6%	4%	0.9	2	-7%	0%	-20	2.6	-3%
COc1ccc(/C=N/NS(=O)(=O)c2ccccc2)cc1OC
    2%	7%	-0.7	1	-10%	22%	-12	1.4	-13%
COc1cc(OC)nc(NC(=O)CN2CCN(c3ccc(F)cc3)CC2)n1
    0%	-3%	1.1	4	-5%	0%	8	0.3	0%
CC(=O)c1sc(NCc2ccccc2)nc1C
    -10%	-4%	-0.3	1	-7%	-5%	0	1.0	-13%
COc1cc(OC)c2c(-c3ccccc3)cc(C3CCCCC3)nc2c1
    -8%	-9%	·	·	14%	0%[38.3 µM]	·	·	-34%
COc1ccc(Cl)cc1NC(=O)Cn1c(C)csc1=O
    -2%	-9%	0.0	-1	-3%	5%	12	-0.1	-4%

Record cards, as listed above. Order of values: Pin1 inh	TrxR1 inh	D2 agonist	TRHR enhancer	TrxR1 substrate	IDH1 R132H inh	D2 antagonist	TRHR agonist	USP1-UAF1 inh
Profile of `COc1ccc(-n2c(-c3ccc(Br)cc3)n[nH]c2=S)cc1` : 9%	-7%	0.3	-2	2%	9%	31*	-0.3	-18%
Profile of `COc1cc(OC)c2c(-c3ccccc3)cc(C3CCCCC3)nc2c1` : -8%	-9%	·	·	14%	0%[38.3 µM]	·	·	-34%

The results go on.
Under each structure: Pin1 inh	TrxR1 inh	D2 agonist	TRHR enhancer	TrxR1 substrate	IDH1 R132H inh	D2 antagonist	TRHR agonist	USP1-UAF1 inh
CCOc1ccc(OCCNCc2ccc(OC(C)C(=O)N(C)C)c(OCC)c2)cc1 (stereo not given)
    -2%	4%	0.2	12	-2%	3%	-3	-0.2	-15%
CC[C@@H](C)[C@H](NC(=O)Cc1c(C)c2c(cc(C)c3c(C)c(C)oc32)oc1=O)C(=O)O
    ?	2%	0.1	-7	36%[activator]	11%	21	-0.5	-34%
COc1ccc(CNC(=O)C2CCCN(C(=O)N3CCOc4ccccc43)C2)cc1 (stereo not given)
    -1%	16%	0.4	-6	10%[11.4 µM]	5%	·	0.6	6%
CCOc1cc(C2NC(=O)NC(C)=C2C(=O)NCc2ccccc2)c(Cl)cc1O (stereo not given)
    -4%	12%	2.2	3	4%	7%	16	0.4	0%
COc1cc2c(cc1OC)C(c1cccc([N+](=O)[O-])c1)NC(=O)C2 (stereo not given)
    0%	-1%	0.7	15	-6%	0%	-3	-0.5	-12%
CCCN(CCC)CCCNC(=S)Nc1ccc2nc(N3CCN(C)CC3)cc(C)c2c1
    4%	9%	16	2	8%	-6%	-34	0.3	-13%
COc1ccccc1C1NC(=O)CS1 (stereo not given)
    1%	7%[57.1 µM]	-0.1	14	10%[57.1 µM]	5%	6	-0.8	-19%
COc1ccccc1NS(=O)(=O)c1cccc(C(=O)OCC(=O)Nc2cc(C)on2)c1
    -1%	15%	-0.1	0	-4%	0%	-2	1.0	-18%
Cc1ccc(S(=O)(=O)N=C2SCCCS2)cc1
    3%	7%	0.9	-4	2%	0%	13	0.0	-19%
COc1ccc(NC(=O)CN2C(=O)C(C)SC(C)C2=O)cc1 (stereo not given)
    -2%	26%	0.0	-2	3%	10%	-15	0.6	-11%
CCOC(=O)c1oc2ccc(S(=O)(=O)n3nc(-c4cc(OC)c(OC)c(OC)c4)cc3N)cc2c1C
    -4%&2%	22%&1%	0.5&0.5	2&-6	0%&-7%	7%&7%	-10	0.8&1.1	-27%&-20%
O=C(CCNC(=O)c1ccc(Cl)cc1)NC1CCCc2ccccc21 (stereo not given)
    ?	17%	0.3	-7	5%	3%	-3	-0.3	-20%
COc1ccc(NC(=O)c2c(NC(=O)CNCc3ccco3)sc3c2CCC3)c(OC)c1
    28%	-6%	0.5	8	3%	-1%	2	-2.1	0%
COCc1cc(C)n(CC(=O)Nc2ccccc2OC)c(=O)c1C#N
    -2%	-8%	-0.4	2	-5%	12%	0	0.6	1%
COCCNC(=O)C(c1ccc(F)cc1)N(Cc1ccco1)C(=O)CCC(=O)Nc1ccccn1 (stereo not given)
    -1%	-7%	-0.3	-2	-1%	1%	24	-0.3	-13%
CCN1CCN(S(=O)(=O)CC2(C)C3CCC2(C)C(=O)C3Br)CC1 (stereo not given)
    -3%	23%[57.1 µM]	0.5	-5	3%[57.1 µM]	-11%	5	0.9	-8%
Cc1ccccc1NS(=O)(=O)c1cc(C(=O)Nc2cccnc2)ccc1C
    0%	8%	0.0	-5	2%	0%	2	0.5	-14%
O=C(NC(=S)Nc1ccccc1Cl)c1csnn1
    2%	-21%	-1.9	14	6%	4%	-5	-0.2	-10%
CC/C(=N\O)c1ccc(O)c(OC)c1
    0%	25%	0.4	1	9%	-2%	-6	-0.1	-7%
COc1ccc(C(=O)NCc2nnc(SCC(=O)Nc3nc4ccccc4s3)o2)cc1
    11%	2%	-0.2	9	-1%	4%	-3	0.4	-18%
COc1ccccc1N1CCN(c2ccc(-c3nc(-c4ccccc4)no3)cc2[N+](=O)[O-])CC1
    -7%	6%	-0.7	-5	-3%	0%	·	-0.5	-24%
C(=N\N(c1ccccc1)c1ccccc1)/c1ccccn1
    3%	14%	·	-6	6%	1%	·	-0.7	-23%

Molecules from the list above that contain a furan ring, fused or not, in the order listed:
Under each structure: Pin1 inh	TrxR1 inh	D2 agonist	TRHR enhancer	TrxR1 substrate	IDH1 R132H inh	D2 antagonist	TRHR agonist	USP1-UAF1 inh
N#CC1=C(N)OC2=C(CCC/C2=C/c2ccoc2)C1c1ccoc1 (stereo not given)
    ·	·	1.7	18	·	·	-5	2.3	·
CCCc1ccc(OCc2ccc(C(=O)NCc3cccnc3)o2)c(OC)c1
    0%	16%	-0.5	-9	-3%	5%	-2	-0.6	-14%
Cc1nc(NC(=O)c2oc3ccccc3c2C)sc1C(=O)N(C)C
    6%	4%	0.9	2	-7%	0%	-20	2.6	-3%
CC[C@@H](C)[C@H](NC(=O)Cc1c(C)c2c(cc(C)c3c(C)c(C)oc32)oc1=O)C(=O)O
    ?	2%	0.1	-7	36%[activator]	11%	21	-0.5	-34%
CCOC(=O)c1oc2ccc(S(=O)(=O)n3nc(-c4cc(OC)c(OC)c(OC)c4)cc3N)cc2c1C
    -4%&2%	22%&1%	0.5&0.5	2&-6	0%&-7%	7%&7%	-10	0.8&1.1	-27%&-20%
COc1ccc(NC(=O)c2c(NC(=O)CNCc3ccco3)sc3c2CCC3)c(OC)c1
    28%	-6%	0.5	8	3%	-1%	2	-2.1	0%
COCCNC(=O)C(c1ccc(F)cc1)N(Cc1ccco1)C(=O)CCC(=O)Nc1ccccn1 (stereo not given)
    -1%	-7%	-0.3	-2	-1%	1%	24	-0.3	-13%
